Source: PubChem
Fam108B counter: mouse Fam108B serine hydrolase inhibitors, primary screen, counter-screen for RBBP9 inhibitor project, biochemical, fluorescence polarization; recombinant Fam108B, FP-Rh probe fluorescence polarization; 300,000 tested, 0.33% active; inhibition, % at 9.51 µM;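 active = inhibition above the screen mean inhibition plus 3 SD, computed separately per campaign, cut at about 18% in these data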;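 also: inhibitors lower polarization as less probe binds the enzyme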
Yeast superoxide: reduction of superoxide in aged yeast, primary screen, HTS; 330,000 tested, 0.18% active; S. cerevisiae aged cells, superoxide DHE fluorescence; active compounds read low; superoxide response (% of plate mean), % at 10 µM; AID 2690, 2010;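 active = superoxide response under a set limit, about three screen SD below normal, cut at about 65% in these data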;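 also: yeast aged for seven days with compound at 30 °C before DHE staining; 100% = average MFI of all compound-treated wells on the plate with controls excluded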
MEX-5 binding: MEX-5 zinc finger RNA-binding disruptors – biochemical, C. elegans, fluorescence polarization, MLPCN library, primary screen | Zinc finger protein mex-5 (Caenorhabditis elegans), Q9XUB2 | MEX-5/FITC-TCR2 RNA binding; active compounds read low | activity score (negative = inhibition of binding), % at 10 µM | 300,000 tested, 0.38% active;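 active = inhibition past about -25% in most replicates, and total fluorescence under double the plate's negative control median, limit read from the data; inconclusive = replicates evenly split on the limit, or fluorescence at least double controls; inactive = too little inhibition in most replicates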;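 also: 0% = DMSO and -100% = 5 µM competing unlabeled TCR2 RNA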
GLD-1 RNA inh: GLD-1/TGE RNA complex disruptors, primary screen, biochemical, fluorescence polarization; Female germline-specific tumor suppressor gld-1 (Caenorhabditis elegans), Q17339; purified GLD-1 + fluorescein TGE RNA; inhibition, % at 5.96 µM; 320,000 tested, 0.44% active; AID 2280, 2010;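 active = percent inhibition above a per-plate cutoff, the plate mean of test compounds plus 3 SD, cut at about 30% in these data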;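 also: 0% = DMSO wells with GLD-1 and probe and 100% = wells lacking GLD-1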
Target sequence (Q17339 whole entry, looked up): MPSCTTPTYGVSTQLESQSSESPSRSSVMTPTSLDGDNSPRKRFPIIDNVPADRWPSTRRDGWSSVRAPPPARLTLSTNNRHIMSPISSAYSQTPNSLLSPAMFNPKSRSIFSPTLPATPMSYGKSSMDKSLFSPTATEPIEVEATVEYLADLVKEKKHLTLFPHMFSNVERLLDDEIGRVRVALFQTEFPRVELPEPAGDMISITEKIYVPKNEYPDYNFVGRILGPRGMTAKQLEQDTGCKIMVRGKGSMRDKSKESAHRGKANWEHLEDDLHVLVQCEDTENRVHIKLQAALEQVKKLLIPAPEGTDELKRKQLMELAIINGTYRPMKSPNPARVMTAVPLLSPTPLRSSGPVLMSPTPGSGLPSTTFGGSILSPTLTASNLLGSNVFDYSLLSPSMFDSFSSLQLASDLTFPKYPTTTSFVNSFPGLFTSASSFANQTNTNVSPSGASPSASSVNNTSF
Bcl-xL primary: inhibitors of human Bcl-xL, primary screen, biochemical, fluorescence polarization, HTS; Bcl-2-like protein 1 (Homo sapiens), Q07817; GST-Bcl-xL / FITC-Bim BH3 peptide fluorescence polarization; inhibition, % at 10.9 µM; 320,000 tested, 0.7% active;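 active = inhibition above the mean of all tested compounds plus 3 SD, cutoff set per campaign, cut at about 30% in these data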;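 also: 0% = DMSO wells and 100% = unlabeled Bim-BH3 peptide competitor; inhibitors lower millipolarization by displacing the labeled peptide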
Target sequence (Q07817 whole entry, looked up): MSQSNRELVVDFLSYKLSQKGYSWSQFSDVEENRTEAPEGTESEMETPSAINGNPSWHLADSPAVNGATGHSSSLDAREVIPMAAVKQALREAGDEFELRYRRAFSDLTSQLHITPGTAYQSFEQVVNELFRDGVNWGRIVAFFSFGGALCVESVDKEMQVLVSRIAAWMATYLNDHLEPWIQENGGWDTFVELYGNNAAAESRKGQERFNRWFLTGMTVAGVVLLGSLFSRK
MCL1-BIM inh: inhibitors of MCL1 binding to BIM-BH3, primary screen, biochemical, fluorescence polarization | Induced myeloid leukemia cell differentiation protein Mcl-1 (Homo sapiens), Q07820 | GST-MCL1 / FITC-Bim-BH3 fluorescence polarization | inhibition, % at 10.9 µM | 320,000 tested, 0.68% active | AID 2057, 2009;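 active = inhibition above the mean inhibition of all tested compounds plus 3 SD, set per campaign, cut at about 40% in these data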;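 also: 0% = DMSO wells and 100% = unlabeled Bim-BH3 peptide control; higher means more loss of mP so more displacement of Bim peptide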
ZTA counter: counter-screen for EBNA-1 inhibitors: inhibitors of Epstein-Barr virus ZTA; 320,000 tested, 0.15% active; inhibition, % at 11 µM; P03206; AID 2234; ZTA-DNA binding, fluorescence polarization; in the data active = inhibition above about 33%
Target sequence (P03206 whole entry, looked up): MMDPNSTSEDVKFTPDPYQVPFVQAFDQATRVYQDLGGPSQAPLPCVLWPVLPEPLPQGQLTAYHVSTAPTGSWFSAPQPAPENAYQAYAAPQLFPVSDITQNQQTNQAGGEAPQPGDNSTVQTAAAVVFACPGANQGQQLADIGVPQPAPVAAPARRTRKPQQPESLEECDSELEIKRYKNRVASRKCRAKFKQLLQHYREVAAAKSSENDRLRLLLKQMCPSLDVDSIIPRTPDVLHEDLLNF
Efflux pump mplx: inhibitors of Candida efflux pumps in yeast, primary screen, S. cerevisiae, Nile Red, multiplex | S. cerevisiae Candida pump triplex | AID 485275, 2010 | 330,000 tested, 0.44% active | inhibition, % at 10 µM;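 active = plate passing quality check with inhibition over a set limit, or well fluorescence over plate mean plus 4 SD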;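 also: Nile Red retained in pooled yeast measured as flow cytometry median fluorescence; 0% = buffer negative control and 100% = Enniatin B positive control; higher means more Nile Red kept so more efflux inhibition; some compounds called inactive have numbers as strong as hits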
EBNA-1 inhibitor: EBNA-1 DNA-binding inhibitors, primary screen, biochemical, fluorescence polarization; inhibition, % at 14.8 µM; 300,000 tested, 0.34% active; in the data active = inhibition above about 28%
The depositor's hits bear a star; ? = inconclusive; . = not tested or not shown. Rows are unselected; about 2.3% have a hit in one of these screens.

Structure,ZTA counter,EBNA-1 inhibitor,MEX-5 binding,Yeast superoxide,GLD-1 RNA inh,Bcl-xL primary,Fam108B counter,Efflux pump mplx,MCL1-BIM inh
CCC(C)(C)C(=O)Nc1nnc(CCc2ccccc2)s1,-14,9,-0.9,101,1,5,2,0.1,-2
Cc1cc(NC(=O)CCC(=O)N(Cc2ccco2)C2(C(=O)NC3CCCC3)CCCCC2C)no1 (stereo not given),-5,-2,1.8,110,-3,-1,0,0.3,6
Cc1ccc(C)c(N2CCN(C(=O)c3cc(S(=O)(=O)N4CCCC4)cn3C)CC2)c1,10,7,1.4,87,-1,0,5,0.0,-4
COc1cc2c(cc1NC(=O)CSc1ccccn1)oc1ccccc12,-5,7,-0.2,100,8,3,-6,-0.2,-2
CCN1CCN(S(=O)(=O)c2ccc(Cl)c(C(=O)N(C)Cc3ccc(Cl)cc3Cl)c2)CC1,-9,-2,0.4,93,0,2,0,-0.1,10
COc1ccc(-n2nnnc2-c2ccc(S(C)(=O)=O)cc2Cl)cc1,0,-1,0.2,95,-4,3,-1,0.0,0
CN(C)S(=O)(=O)c1ccc(N2CCCC2)c(C(=O)Nc2nc3c(ccc4ccccc43)s2)c1,-5,-9,-0.3,96,4,-5,-16,1.9*,0
O=C(NCCN1CCCCC1)c1cc(COc2c(F)cccc2F)on1,-2,-3,3.3,118,-11,8,3,0.0,4
Cc1nnc(SCC(=O)c2c(N)n(C3CC3)c(=O)[nH]c2=O)n1-c1ccccc1,-4,.,.,116,4,2,.,-0.1,5
COC(=O)c1cc(=O)n(-c2c(Cl)cc(C(F)(F)F)cc2Cl)[nH]1,1,-3,1.7,90,1,-7,-1,0.2,-1
Cc1ccc(S(=O)(=O)/N=C2/NC(=O)/C(=C/c3ccccn3)S2)cc1,8,3,-0.3,84,-1,8,2,0.0,6
COCc1cc(=O)[nH]c(Nc2nc(C)c3cc(OC)ccc3n2)n1,-29,-5,-1.4,112,2,2,1,-0.1,1

Two of these compounds, reformatted:
Results follow in this order: ZTA counter	EBNA-1 inhibitor	MEX-5 binding	Yeast superoxide	GLD-1 RNA inh	Bcl-xL primary	Fam108B counter	Efflux pump mplx	MCL1-BIM inh
COc1cc2c(cc1NC(=O)CSc1ccccn1)oc1ccccc12
    -5	7	-0.2	100	8	3	-6	-0.2	-2
CCN1CCN(S(=O)(=O)c2ccc(Cl)c(C(=O)N(C)Cc3ccc(Cl)cc3Cl)c2)CC1
    -9	-2	0.4	93	0	2	0	-0.1	10

(list continues)
Structure,ZTA counter,EBNA-1 inhibitor,MEX-5 binding,Yeast superoxide,GLD-1 RNA inh,Bcl-xL primary,Fam108B counter,Efflux pump mplx,MCL1-BIM inh
COC(=O)C1=C(C)N(C)C(=S)N(C)C1c1cccc(Br)c1 (stereo not given),-9,-4,-2.0,92,-1,5,4,0.0,1
COc1ccc(CCNC(=O)CN2CCN(S(=O)(=O)c3ccc(Cl)cc3)CC2)cc1OC,-9,-6,-0.2,104,3,2,-2,0.0,1
Cc1ccc(S(=O)(=O)N2CCN(C(=O)CSc3ncn[nH]3)CC2)cc1,-2,.,.,100,1,0,.,0.0,-1
COc1ccc(NC(=O)c2csc3c2CCCCC3)c(OC)c1,-13,2,1.6,84,-3,6,-4,0.0,12
CCOc1cc(N2CCOCC2)c(OCC)cc1NC(=O)CN1CCCC(C)C1 (stereo not given),-2,7,-0.8,94,3,3,-2,-0.1,7
N#Cc1cc2ccccc2n2nnnc12,-13,-11,-1.6,97,-6,1,-3,0.1,-1
CCOc1cccc(CN2CCN(c3cccc(C(F)(F)F)c3)CC2)c1O,1,-13,0.3,114,6,1,1,0.1,7
COc1ccc(CNc2oc(Cc3cccc4ccccc34)nc2C#N)cc1,10,-2,-0.4,80,6,2,-9,-0.4,23
O=C(NCC1CCCCC1)c1ccc([N+](=O)[O-])cc1,10,7,-0.9,108,-8,3,-2,0.0,3
Cc1csc2c(N3CCC(C(=O)O)CC3)ncnc12,7,10,0.7,102,-5,-1,1,0.0,-14
Cc1ccc(S(=O)(=O)c2nc(-c3ccccc3)oc2NCc2cccnc2)cc1,6,12,0.3,103,8,6,-7,0.0,4
Cc1cccc(CN2CCC(N3CC(C)OC(C)C3)CC2)c1 (stereo not given),2,-11,1.5,97,4,3,-1,-0.1,-4

(more compounds)
Structure,ZTA counter,EBNA-1 inhibitor,MEX-5 binding,Yeast superoxide,GLD-1 RNA inh,Bcl-xL primary,Fam108B counter,Efflux pump mplx,MCL1-BIM inh
CCOc1ccc(OCCC(=O)OCC(=O)NC2CCCC2)cc1,-8,.,.,126,6,-2,.,0.1,-15
CCOC(=O)C1=C(C)NC(=O)NC1c1cc(Br)c(O)c(OC)c1 (stereo not given),-20,-7,1.4,102,8,4,4,-0.2,0
O=C(c1ccco1)N1CCN(C(c2cccs2)c2nnnn2C2CCCC2)CC1 (stereo not given),-22,-1,-5.1,102,-4,2,2,-0.1,25
Brc1cc(Br)cc(CN2CCSCC2)c1,-4,-10,-2.2,104,7,2,-3,0.1,12
O=NNc1nc2ccccc2n1Cc1ccccc1,-3,9,0.5,99,-1,-9,1,-0.1,3
CSc1ccc(CN2CCC(N3CC(C)OC(C)C3)CC2)cc1 (stereo not given),1,3,-0.9,101,1,4,0,0.0,0
CC(C)(C)c1ccc(C(=O)Nc2ccc(O)c3c(=O)cc(-c4cccc(Cl)c4)oc23)cc1,-1,3,1.1,103,-5,-2,-4,0.0,0
O=C(c1nn2c(C(F)(F)F)cc(-c3ccc(F)cc3)nc2c1Cl)N1CCOCC1,-11,-1,0.5,88,2,-2,2,0.0,8
CCOC(=O)c1csc(NC(=O)C2CCCCC2)n1,-4,0,-2.3,107,-4,-5,-1,0.5,-2
O=C(Nc1cccc(-c2nc3ccccc3s2)c1)c1cccs1,-5,8,-2.4,102,-2,-1,-47,0.2,-3
COc1ccc(N2C(=O)CC(c3ccccc3)C2=O)cc1 (stereo not given),-2,-2,2.2,105,2,4,0,0.0,5
O=C(NC(=O)c1ccc(F)cc1F)Nc1ccc(Cl)cc1,-5,0,-2.0,109,-1,-3,4,0.1,0

Among those listed so far, these contain an NH in an aromatic ring.
Structure,ZTA counter,EBNA-1 inhibitor,MEX-5 binding,Yeast superoxide,GLD-1 RNA inh,Bcl-xL primary,Fam108B counter,Efflux pump mplx,MCL1-BIM inh
Cc1nnc(SCC(=O)c2c(N)n(C3CC3)c(=O)[nH]c2=O)n1-c1ccccc1,-4,.,.,116,4,2,.,-0.1,5
COC(=O)c1cc(=O)n(-c2c(Cl)cc(C(F)(F)F)cc2Cl)[nH]1,1,-3,1.7,90,1,-7,-1,0.2,-1
COCc1cc(=O)[nH]c(Nc2nc(C)c3cc(OC)ccc3n2)n1,-29,-5,-1.4,112,2,2,1,-0.1,1
Cc1ccc(S(=O)(=O)N2CCN(C(=O)CSc3ncn[nH]3)CC2)cc1,-2,.,.,100,1,0,.,0.0,-1

Other structures
Structure,ZTA counter,EBNA-1 inhibitor,MEX-5 binding,Yeast superoxide,GLD-1 RNA inh,Bcl-xL primary,Fam108B counter,Efflux pump mplx,MCL1-BIM inh
CCc1ccc(N2CN(Cc3ccco3)CNC2=S)cc1,-2,1,.,75,6,5,2,-0.1,10
Cc1nc2c(-c3ccccc3)c(C)[nH]n2c(=O)c1Cl,1,6,-2.2,99,2,-4,-1,0.0,0
CC(C)(C)NC(=O)C(OC(=O)c1cccs1)c1ccc(F)cc1 (stereo not given),-14,-2,1.7,97,3,2,-1,0.1,1
CC(C)Cc1nnc(NC(=O)CS(=O)(=O)Cc2ccccc2)s1,7,7,0.6,85,0,6,-1,0.2,20
COc1cccc2cc(C(C)N(CCCN3CCOCC3)C(=S)Nc3ccccc3C)oc12 (stereo not given),-12,-10,-1.1,92,-3,4,-2,0.1,8
Cc1cc(C)cc(Oc2coc3c(CN(C)C)c(O)ccc3c2=O)c1,7,-8,1.1,103,7,7,4,0.0,6
Cc1oc(C(=O)O)cc1COc1ccc2c(C)cc(=O)oc2c1,-11,5,-5.1,107,-5,4,0,0.0,3
O=[N+]([O-])c1ccc(CSc2nnc3ccccn23)cc1,5,-3,1.4,86,4,-2,4,0.0,3
CCOC(=O)c1nnn(CC(=O)N2N=C(c3cc(C)ccc3C)CC2c2ccc(OC)cc2)c1C(=O)OCC (stereo not given),6,-4,0.1,94,8,-1,-5,0.0,-1
O=C(O)CSCC(=O)Nc1cccc2ccccc12,5,-1,-0.4,103,1,3,-2,0.0,-3
O=S(=O)(c1ccccc1)N(C1=NCCS1)S(=O)(=O)c1ccccc1,1,-11,1.5,108,7,1,2,0.1,0
COc1ccccc1CNc1nc(SC)ncc1CO,14,3,1.1,81,0,10,-1,-0.1,4

The results go on.
Structure,ZTA counter,EBNA-1 inhibitor,MEX-5 binding,Yeast superoxide,GLD-1 RNA inh,Bcl-xL primary,Fam108B counter,Efflux pump mplx,MCL1-BIM inh
Cc1cc(C(F)(F)F)c2c(N)c(C(=O)Nc3cc(C)on3)sc2n1,-9,0,?,108,0,4,-3,0.0,3
O=C(CCCn1c(=O)[nH]c2cc(Cl)ccc2c1=O)NCCCN1CCCC1=O,6,-9,0.6,124,-5,-4,1,0.0,-13
CC1CCCC(NC(=O)CCS(=O)(=O)c2cc3c(cc2Cl)NC(=O)CO3)C1C (stereo not given),5,-5,-1.5,89,5,6,3,-0.3,8
Cc1cc(S(=O)(=O)N(Cc2ccccc2Cl)c2ccc3c(c2)CCC3)ccc1-n1cnnn1,-10,-13,-0.3,92,-2,2,-2,-0.2,4
Cn1c(SCC(=O)NCc2ccccc2)nnc1-c1ccc(NC(=O)CCc2ccccc2)cc1,-2,11,1.0,94,5,-7,2,0.0,-20
C=CCn1c(O)c(N=NC(=O)OC(C)(C)C)c2ccccc21,-2,0,1.6,99,4,6,0,0.0,1
Cn1c(=S)[nH]c2ccccc21,-5,5,0.7,103,4,-13,1,0.0,-17
COc1cc(C(O)CO)ccc1OS(=O)(=O)O (stereo not given),21,8,.,94,4,4,-1,-0.1,8
Fc1ccc(NC(=S)N/N=C/c2ccc(F)c(F)c2)c(F)c1,-12,-7,-1.6,110,0,-1,-4,-0.1,2
Cc1ccc(OCCC(=O)NCCc2ccc(S(N)(=O)=O)cc2)cc1,0,9,-0.1,109,2,8,-3,-0.2,6
COc1ccc(S(=O)(=O)N2CCN(CC3CC=CCC3)CC2)cc1 (stereo not given),3,-10,-0.2,100,-6,4,0,0.0,1
CCN(CC)S(=O)(=O)c1cccc(-c2nnc(SCc3nnc(-c4cccs4)o3)n2N)c1,1,9,2.0,102,3,-2,-2,0.0,-6

(more compounds)
Structure,ZTA counter,EBNA-1 inhibitor,MEX-5 binding,Yeast superoxide,GLD-1 RNA inh,Bcl-xL primary,Fam108B counter,Efflux pump mplx,MCL1-BIM inh
CC1(c2ccc3ccccc3c2)NC(=O)N(CC(=O)Nc2cccc(S(=O)(=O)N3CCOCC3)c2)C1=O (stereo not given),-10,4,2.0,104,4,6,-10,-0.1,-1
O=C(NCCOc1ccccc1)c1ccccc1[N+](=O)[O-],-1,-4,-1.5,97,-3,5,1,-0.1,-2
COc1cc2cncc(Cc3ccc(Cl)cc3)c2cc1OC,-19,.,.,114,3,6,.,0.0,1
COCCN(CCOC)C(=O)Nc1ccc(Cl)cc1,-4,-4,-2.7,98,-1,4,-3,0.1,-3
